# ERAP1 HTS inh = human ERAP1 aminopeptidase inhibitors, primary screen, biochemical, single point, plate reader. Endoplasmic reticulum aminopeptidase 1 (Homo sapiens), Q9NZ08. recombinant ERAP1, Leu-AMC fluorescence, 60 min. inhibition, % at 10.7 µM. 0.15% of 340,000 active. AID 652197, 2013;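 active = mean replicate inhibition of at least 30%, or all replicates individually reaching that 30% level; inactive = mean below 30% and not every replicate reaching it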;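 also: 0% = neutral control wells and 100% = L-leucinethiol positive control wells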
# miR122 inh = miR-122 Renilla sensor signal increase in Huh7, primary screen, miR-122 inhibitor project, cell-based, single point, plate reader. Huh7 miR-122 Renilla luciferase sensor, 48 h; neutral wells = 0, positive control = 100. activation (reporter increase), % at 12.5 µM. 0.3% of 340,000 active. AID 602342, 2012;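 active = mean replicate activation score at least 90 and every replicate individually at or above 90; inconclusive = only one of the two criteria met; inactive = neither criterion met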;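 also: higher luciferase means less miR-122 activity so hits act as miR-122 inhibitors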
# CASP6 VEID inh = human caspase-6 inhibitors, primary screen, biochemical, VEID-R110 fluorescence, single point, set 2. P55212. purified caspase-6, Z-VEID-R110 cleavage fluorescence. inhibition, % at 12.5 µM. 0.53% of 350,000 active. AID 686996, 2013;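 active = mean inhibition across replicates at least about 35%, with every replicate also reaching that limit, limit read from the data; inconclusive = only one of the two criteria met; inactive = neither criterion met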;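 also: 0% = median of neutral control wells and 100% = no fluorescence left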
# Target sequence (P55212 24-179 limits assumed): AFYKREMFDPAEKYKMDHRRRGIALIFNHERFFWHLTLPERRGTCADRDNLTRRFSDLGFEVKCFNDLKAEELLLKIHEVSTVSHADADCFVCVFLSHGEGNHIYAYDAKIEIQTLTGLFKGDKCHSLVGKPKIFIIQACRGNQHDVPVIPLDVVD
# Target sequence (P55212 194-293 limits assumed): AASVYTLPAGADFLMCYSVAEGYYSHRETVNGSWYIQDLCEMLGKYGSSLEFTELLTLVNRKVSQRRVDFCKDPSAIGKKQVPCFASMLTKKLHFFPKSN
# SIRT5 block = SIRT5 desuccinylase inhibitors, primary screen, biochemical, fluorescence imaging, single point, set 5. inhibition, % at 15 µM. NAD-dependent protein deacylase sirtuin-5, mitochondrial (Homo sapiens), Q9NXA8. 1.1% of 330,000 active. Purified SirT5, succinyl-peptide AMC, trypsin-coupled fluorescence; in the data active = inhibition above about 15%; inconclusive = no clear call, values can overlap the other calls
# Target sequence (Q9NXA8 whole entry, looked up): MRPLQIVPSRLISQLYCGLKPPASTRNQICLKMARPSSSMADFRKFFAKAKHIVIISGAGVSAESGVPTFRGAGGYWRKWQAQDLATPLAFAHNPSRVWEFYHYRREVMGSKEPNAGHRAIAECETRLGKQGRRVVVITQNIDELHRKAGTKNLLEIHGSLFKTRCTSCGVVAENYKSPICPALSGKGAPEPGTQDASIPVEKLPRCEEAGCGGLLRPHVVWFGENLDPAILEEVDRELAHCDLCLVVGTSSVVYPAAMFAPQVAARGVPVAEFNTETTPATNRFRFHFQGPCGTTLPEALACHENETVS
# ERp5 inh = inhibitors of ERp5-driven insulin aggregation, primary screen, biochemical, turbidity, absorbance 650 nm, single point. 0.05% of 350,000 active. inhibition, % at 9.99 µM. 90 min;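 active = mean replicate inhibition above about 25%, with every replicate also reaching it, limit read from the data, passing the limit was not always enough; inconclusive = only one of those two criteria met; inactive = neither criterion met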
# Target sequence (Q15084 whole entry, looked up): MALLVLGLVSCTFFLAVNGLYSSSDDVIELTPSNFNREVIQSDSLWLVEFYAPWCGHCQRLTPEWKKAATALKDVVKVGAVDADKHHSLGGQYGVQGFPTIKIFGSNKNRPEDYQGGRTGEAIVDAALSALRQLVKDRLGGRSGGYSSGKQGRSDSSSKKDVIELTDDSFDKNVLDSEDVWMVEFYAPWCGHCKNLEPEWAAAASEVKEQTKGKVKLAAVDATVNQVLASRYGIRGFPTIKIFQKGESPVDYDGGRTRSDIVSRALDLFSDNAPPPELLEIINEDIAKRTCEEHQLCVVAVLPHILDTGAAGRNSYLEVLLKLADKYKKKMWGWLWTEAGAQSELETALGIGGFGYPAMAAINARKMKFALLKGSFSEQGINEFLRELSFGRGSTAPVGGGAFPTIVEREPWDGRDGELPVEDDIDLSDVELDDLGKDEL
# DENV2 CPE = inhibitors of DENV2 cytopathic effect, primary screen, cell-based, plate reader, single concentration; 1.7% of 350,000 active; CPE inhibition, % at 9.99 µM; AID 651640, 2012; DENV2-infected cells, cytopathic effect rescue; in the data active = CPE inhibition above about 20%, passing the limit was not always enough; inconclusive = no clear call, values can overlap the other calls; tested in BHK-21 cells;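 also: 0% = median of neutral control wells and 100% = median of positive control wells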
# CFTR F508del cor = F508del CFTR correction, initial screen, CFBE line, single point. activity (quench increase), % at 7.58 µM. CFBE cells, YFP halide quenching; stimulated with forskolin plus potentiator P3; % fluorescence drop versus neutral controls. AID 720511, 2013. 0.36% of 350,000 active;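 active = mean added fluorescence quench of at least 8% versus neutral control, with both replicates also reaching 8%; inconclusive = only one of the mean or replicate conditions met; inactive = mean below 8% and not both replicates reaching 8%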;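 also: cells transiently co-express mutant CFTR-F508del with the halide-sensitive YFP; corrector assay measuring rescue of mutant channel to the surface after 24 h compound exposure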
# * marks the source's active call; other numbers are inactive results; ? = inconclusive; . = not tested or not shown; [ ] = another dose, or the depositor's remark. No enrichment for hits, and some 4% of all compounds hit somewhere here.
SMILES,ERAP1 HTS inh,miR122 inh,CASP6 VEID inh,SIRT5 block,ERp5 inh,DENV2 CPE,CFTR F508del cor
C[C@@H]1CN([C@@H](C)CO)C(=O)c2cc(NC(=O)CCN3CCOCC3)ccc2O[C@@H]1CN(C)S(=O)(=O)c1ccc(F)cc1,9,1[16.7 µM],4,-2,0,4,-1.0
Cc1cc(Cl)c(S(=O)(=O)NC(C(=O)O)c2ccccc2)cc1OCC(N)=O (configuration not stated),-2,-14,-1,-3,-1,.,.
O=C(N/N=C/c1coc2ccccc2c1=O)c1cn(-c2ccccc2)nc1-c1ccccc1,-6,-1,-3,2,5,.,.
N#C[C@@H]1[C@@H](c2ccccc2-c2ccccc2F)[C@H](CO)N1C(=O)C1CC1,1,.,0,-2,-1,-10,1.1
COc1ccc2nc(N(CCN(C)C)C(=O)c3ccc4ccccc4c3)sc2c1,3,0,0,-1,6,-3,0.7
CC(=O)N(C)C[C@@H]1Oc2ncc(C#Cc3ccccc3F)cc2C(=O)N([C@H](C)CO)C[C@@H]1C,0,35[16.7 µM],-1,-2,0,-4,-3.2
COc1cc2c(cc1OC)CN(S(=O)(=O)c1ccc(Cl)nc1)CC2,-1,8,-4,0,-2,-5,2.6
CC1CCCC(C)N1CCNC(=O)CCc1nnc2n(Cc3ccccc3)c(=O)c3ccccc3n12 (configuration not stated),3,-2,-36,.,1,-3,-0.4
Cc1cccc(NC(=O)c2ccc(C(=O)c3ccccc3)cc2)n1,1,-4,1,-5,1,-1,-2.1
CN1CCN(C(=O)c2ccc(-c3ccccc3)cc2)CC1,-10,-2,-2,-2,-6,?,-2.6
CCCCn1c(N)c(N(CC(C)C)C(=O)CN(C)S(=O)(=O)c2ccc(NC(C)=O)cc2)c(=O)[nH]c1=O,1,-2,1,3,-3,10,2.9
Clc1cccc(Cc2c(-c3cccc(Cl)c3)nc3ccc(Cl)cn23)c1,3,-3,-4,.,0,-7,0.7
CC1(O)CC2CC1C(C(=O)O)C2C(=O)O (configuration not stated),2,.,1,-3,-3,-2,1.7
CC(Sc1nc(N)cc(=O)[nH]1)C(=O)NNC(=O)c1cccc(Cl)c1 (configuration not stated),2,.,3,-1,3,1,0.2
CNc1cncc(-c2cccc(C(C)=O)c2)n1,0,1,.,1,6,31*,2.4
O=Nc1ccc(O)c2ncccc12,.,48,31,9,1,-1,16*
Nn1c(SCC(=O)Nc2ccc3c(c2)CCC3)nnc1C1CC1,0,-3,0,.,-2,0,-1.0
COc1ccc(C(=O)Nc2ccc(CN3CCS(=O)(=O)CC3)cc2)cc1,0,2,-3,-3,.,-4,-3.6
C=CCN1C=C(C(=O)OCC)C(=O)CC1,10,.,0,-3,4,-6,-1.8
COc1ccc(OC)c(S(=O)(=O)N/N=C\c2cn(CC(N)=O)c3ccccc23)c1,1,83,3,0,2,-13,0.8
NC(=O)c1cc([N+](=O)[O-])ccc1NCCN1C(=O)c2ccc(C(=O)O)cc2C1=O,5,-1,2,2,-1,0,-2.5
Cc1cccc(NS(=O)(=O)c2c(C)nc3scc(C)n3c2=O)c1,-1,51,-2,-1,0,-3,0.5
CS(=O)(=O)N1C[C@H](O)COC[C@H]2O[C@@H](CC(=O)NCc3ccccc3)CC[C@@H]21,-4,4[16.7 µM],1,4,1,-4,-0.2
O=C(CSc1nnc(NC(=O)C2CCC2)s1)Nc1ccccc1Br,2,-4,0,-1,4,9,-0.5
COC(=O)[C@@H](NC(=O)c1ccccc1)[C@@H](C)O,2,-2,-5,.,2,4,-1.0
CCCC#Cc1cnc2c(c1)C(=O)N([C@H](C)CO)C[C@@H](C)[C@H](CN(C)C(=O)Nc1cccc(F)c1)O2,1,4[16.7 µM],-2,-3,-2,6,0.2
CC1=Nc2ccccc2N=C(NC(=O)CN2CCN(c3ccc(F)cc3)CC2)C1c1ccccc1 (configuration not stated),-1,-1,1,-2,-6,3,.
CC(C)NC(=O)N1[C@H](C#N)[C@H](c2ccc(C#CC3CCCC3)cc2)[C@H]1CO,5,.,-1,1,-1,13,5.8
C[C@H](O)C#Cc1ccc2c(c1)O[C@@H](CN(C)C(=O)Cc1ccccn1)[C@@H](C)CN([C@H](C)CO)S2(=O)=O,-3,-7[16.7 µM],-3,0,0,1,1.9
Cc1nn(S(=O)(=O)c2cccc([N+](=O)[O-])c2)c(C)c1S(=O)(=O)N1CCOCC1,3,-2,4,-2,-4,3,0.4

# Rewritten with two lines to a compound: 14 of the compounds above.
# Order of values – ERAP1 HTS inh, miR122 inh, CASP6 VEID inh, SIRT5 block, ERp5 inh, DENV2 CPE, CFTR F508del cor
> CC(Sc1nc(N)cc(=O)[nH]1)C(=O)NNC(=O)c1cccc(Cl)c1 (configuration not stated)
→ 2, ., 3, -1, 3, 1, 0.2
> CNc1cncc(-c2cccc(C(C)=O)c2)n1
→ 0, 1, ., 1, 6, 31*, 2.4
> O=Nc1ccc(O)c2ncccc12
→ ., 48, 31, 9, 1, -1, 16*
> Nn1c(SCC(=O)Nc2ccc3c(c2)CCC3)nnc1C1CC1
→ 0, -3, 0, ., -2, 0, -1.0
> COc1ccc(C(=O)Nc2ccc(CN3CCS(=O)(=O)CC3)cc2)cc1
→ 0, 2, -3, -3, ., -4, -3.6
> C=CCN1C=C(C(=O)OCC)C(=O)CC1
→ 10, ., 0, -3, 4, -6, -1.8
> COc1ccc(OC)c(S(=O)(=O)N/N=C\c2cn(CC(N)=O)c3ccccc23)c1
→ 1, 83, 3, 0, 2, -13, 0.8
> NC(=O)c1cc([N+](=O)[O-])ccc1NCCN1C(=O)c2ccc(C(=O)O)cc2C1=O
→ 5, -1, 2, 2, -1, 0, -2.5
> Cc1cccc(NS(=O)(=O)c2c(C)nc3scc(C)n3c2=O)c1
→ -1, 51, -2, -1, 0, -3, 0.5
> CS(=O)(=O)N1C[C@H](O)COC[C@H]2O[C@@H](CC(=O)NCc3ccccc3)CC[C@@H]21
→ -4, 4[16.7 µM], 1, 4, 1, -4, -0.2
> O=C(CSc1nnc(NC(=O)C2CCC2)s1)Nc1ccccc1Br
→ 2, -4, 0, -1, 4, 9, -0.5
> COC(=O)[C@@H](NC(=O)c1ccccc1)[C@@H](C)O
→ 2, -2, -5, ., 2, 4, -1.0
> CCCC#Cc1cnc2c(c1)C(=O)N([C@H](C)CO)C[C@@H](C)[C@H](CN(C)C(=O)Nc1cccc(F)c1)O2
→ 1, 4[16.7 µM], -2, -3, -2, 6, 0.2
> CC1=Nc2ccccc2N=C(NC(=O)CN2CCN(c3ccc(F)cc3)CC2)C1c1ccccc1 (configuration not stated)
→ -1, -1, 1, -2, -6, 3, .

# Further compounds follow.
SMILES,ERAP1 HTS inh,miR122 inh,CASP6 VEID inh,SIRT5 block,ERp5 inh,DENV2 CPE,CFTR F508del cor
O=C(NCC[C@H]1CC[C@H](NC(=O)C2CCCCC2)[C@H](CO)O1)c1ccc(F)cc1,-3,.,5,-1,4,-10,1.5
COc1cccc(C(=O)Nc2ccc3c(c2)C(=O)N(C)C[C@H](OC)[C@H](C)CN(C(C)=O)[C@H](C)CO3)c1,-1,.,3,-6,0,2,0.2
CCCN(CCC)C(=O)C(c1ccccc1)C1(O)CCCCC1 (configuration not stated),-4,.,-2,0,-4,-2,-3.6
COc1ccc(C(=O)NCc2ccncc2)cc1S(=O)(=O)N1CCOCC1,-2,-4,-6,-2,2,3,0.2
CCOCCn1c(=NC(=O)CSCC(=O)Nc2cc(C)on2)sc2cc(OC)ccc21,2,-2,-1,1,2,.,1.2
COc1ccc(N2CCN(C(=O)CN3C(=O)NC4(CCCCC4C)C3=O)CC2)cc1 (configuration not stated),-1,-4,-2,-2,-4,-6,1.8
COc1ccc(NC(=O)CCC(=O)c2ccc(C(C)C)cc2)cc1,0,4,1,0,0,1,-4.5
CC1=CC(=O)C(C(C)=Nc2ccccc2[N+](=O)[O-])C(=O)O1 (configuration not stated),2,5,4,.,3,10,3.8
C[C@H](CO)N1C[C@H](C)[C@H](CN(C)S(=O)(=O)c2cn(C)cn2)Oc2ccc(NC(=O)Nc3ccc(C(F)(F)F)cc3)cc2CC1=O,1,72,2,.,3,-13,0.7
COc1cc(/C=N/NC(=S)NC2CC3CC2C2C=CCC32)ccc1O (configuration not stated),4,2,3,1,8,3,.
O=C(CCn1c(=O)sc2ccccc21)NC1=NCCS1,10,8,-2,-1,2,7,3.1
CC(C)NC(=O)N(C)C[C@@H]1Oc2cc(-c3cncnc3)ccc2S(=O)(=O)N([C@H](C)CO)C[C@H]1C,0,-6[16.7 µM],-4,0,-9,4,-1.4
N#Cc1ccc(-c2ccc([C@H]3[C@H]4CNCC(=O)N4[C@H]3CO)cc2)cc1,-1,.,-2,-2,-3,1,-5.0
Cc1cc(C)c(NC(=O)CSc2nc(=O)n(CCN3CCOCC3)c3c2CCC3)c(C)c1,-1,-1,1,8,-13,-15,0.7
O=C(c1ccc(S(=O)(=O)N2CCCC2)cc1)N1CCCCC1,-2,4,-4,-1,-2,-1,-1.0
C/C=C/c1ccc([C@H]2[C@H](CO)N(C(C)=O)[C@H]2CN(CC)C(=O)CN(C)C)cc1,-4,7[16.7 µM],-2,-3,6,-4,0.2
CCCNC(=O)N1CC(=O)N2[C@H](CO)[C@H](c3ccc(C#CCC4CCCC4)cc3)[C@H]2C1,-3,.,4,0,1,2,-4.2
Cc1[nH]c2ccccc2c1CCN(Cc1cccnc1)C(=S)NC(C)(C)C,2,-5,-9,-4,2,-3,-1.8
CC1=CC(=O)Nc2ccccc2S1,0,.,3,1,1,1,3.1
COc1ccc(CN2C=C3C(=O)C(C)(OC(=O)C4CCCC4)C(=O)C=C3C=C2c2ccsc2)cc1 (configuration not stated),0,4,2,1,-4,1,2.4
CN(Cc1nccn1C)C(=O)c1cc(COc2cccc(C(F)(F)F)c2)on1,-4,1,-1,-2,1,18,-1.6
CCc1cc(C(=O)Cc2ccccn2)c(O)cc1O,1,7,.,3,4,-6,-1.6
CS(=O)(=O)c1ccc(Cl)c(NC(=O)CSc2nc3ccccc3c(=O)n2CCCN2CCOCC2)c1,-6,-7,3,2,3,-5,-0.1
Cc1onc(-c2ccccc2)c1C(=O)NCCc1ccncc1,1,-6,3,-3,-10,-1,1.1
COc1ccc(NC(=O)Nc2ccc3c(c2)C(=O)N([C@H](C)CO)C[C@H](C)[C@H](CN(C)S(=O)(=O)c2ccc(OC)cc2)O3)cc1,1,-11[16.7 µM],1,6,14,-11,-2.6
CCc1ccc(C2CC(c3ccccc3Cl)Nc3nc(N)nn32)cc1 (configuration not stated),.,-4,2,.,-3,-1,4.9
COCCOC(=O)C1=C(N)OC2=C(C(=O)CC(C)(C)C2)C1c1ccncc1 (configuration not stated),4,-10,3,7,6,-1,-3.7
Cc1c(-c2cccc(Cl)c2)nc2ccccc2c1C(=O)NC1CC1,-1,6,0,-1,0,3,1.0

# Part of the list above, reduced to CASP6 VEID inh:
SMILES	CASP6 VEID inh
COc1ccc(N2CCN(C(=O)CN3C(=O)NC4(CCCCC4C)C3=O)CC2)cc1 (configuration not stated)	-2
CC(C)NC(=O)N(C)C[C@@H]1Oc2cc(-c3cncnc3)ccc2S(=O)(=O)N([C@H](C)CO)C[C@H]1C	-4
